TEAD-YAP inh = TEAD-YAP interaction inhibition; HEK-TIYL cells, TEAD-Gal4/YAP UAS-luciferase luminescence; inhibition, % at 9.12 µM; 640,000 tested, 1.4% active; in the data active means inhibition above about 32%;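 further: 0% = median of test compound wells and 100% = reference inhibitor wells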
GPR151 ag = activates the human receptor GPR151 | 650,000 tested, 1% active | AID 1508602 | PathHunter beta-arrestin GPR151 cells, luminescence | Q8TDV0 | activation, % at 11.2 µM; in the data active means activation above about 4.9%;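 further: 0% = median of compound wells and 100% = cells with positive control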
Target sequence (Q8TDV0 whole entry, looked up): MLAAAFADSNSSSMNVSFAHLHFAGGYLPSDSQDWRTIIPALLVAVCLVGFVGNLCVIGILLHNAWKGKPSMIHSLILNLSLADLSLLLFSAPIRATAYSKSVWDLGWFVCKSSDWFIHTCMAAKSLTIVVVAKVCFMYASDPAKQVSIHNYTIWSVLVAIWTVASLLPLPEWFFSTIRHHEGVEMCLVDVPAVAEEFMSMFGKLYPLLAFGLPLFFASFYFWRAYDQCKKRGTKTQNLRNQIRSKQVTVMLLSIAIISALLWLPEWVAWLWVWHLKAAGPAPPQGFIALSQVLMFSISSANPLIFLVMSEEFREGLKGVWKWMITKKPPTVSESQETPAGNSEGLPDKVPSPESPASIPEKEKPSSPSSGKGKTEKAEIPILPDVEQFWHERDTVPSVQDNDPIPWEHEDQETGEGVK
FBW7 activator = human FBW7 E3 ligase activation, primary screen; Q969H0; AlphaScreen FBW7–phospho-cyclin E peptide binding, activator screen; normalized activity (activation), % at 26.1 µM; 650,000 tested, 0.13% active; AID 1259310; in the data active means normalized activity above about 1.9%;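 further: purified mutant Fbw7 with reduced substrate affinity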
MITF inh = blocks human microphthalmia-associated transcription factor | O75030 | AlphaScreen MITF homodimerization, bead proximity signal | inhibition, % at 2.6 µM | 650,000 tested, 0.91% active | AID 1259374; in the data active means inhibition above about 50%;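 further: 0% = vehicle wells with protein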
Target sequence (O75030 whole entry, looked up): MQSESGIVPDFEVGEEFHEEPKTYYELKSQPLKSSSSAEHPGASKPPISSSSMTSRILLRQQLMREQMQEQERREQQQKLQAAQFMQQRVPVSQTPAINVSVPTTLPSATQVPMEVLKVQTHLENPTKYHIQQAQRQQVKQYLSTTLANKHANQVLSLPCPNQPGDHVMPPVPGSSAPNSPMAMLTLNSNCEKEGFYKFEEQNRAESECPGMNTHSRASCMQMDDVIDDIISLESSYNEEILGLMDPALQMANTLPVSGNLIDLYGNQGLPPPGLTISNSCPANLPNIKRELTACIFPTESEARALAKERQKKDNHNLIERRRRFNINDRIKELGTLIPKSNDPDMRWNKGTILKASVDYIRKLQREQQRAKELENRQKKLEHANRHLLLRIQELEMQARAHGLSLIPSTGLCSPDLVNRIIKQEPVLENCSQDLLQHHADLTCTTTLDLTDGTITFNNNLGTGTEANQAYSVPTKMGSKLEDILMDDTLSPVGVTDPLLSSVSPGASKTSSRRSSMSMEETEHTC
* marks the source's active call; other numbers are inactive results.

compound	TEAD-YAP inh	GPR151 ag	FBW7 activator	MITF inh
CCN(CC)C(=O)c1sc(NC(=O)Nc2ccc(Cl)c(Cl)c2)c(C(N)=O)c1C	-11	2.0	0.1	1
Cc1[nH]nc2c1C(c1ccc(OCC(=O)N3CCOCC3)cc1)C(C#N)=C(N)O2 (configuration not stated)	-1	-1.5	0.9	17
Cc1cc(=O)[nH]c(N2CCN(CC(=O)NC3CCCC3)CC2)n1	4	-0.2	0.2	1
CNc1nncnc1N(C)C(=O)NCc1ccccc1	0	0.0	0.0	0
COC(=O)CN1C(=O)CSc2ncccc21	-2	-0.5	-0.2	5
Cc1ccc(-c2cc(=O)oc(-c3ccco3)n2)cc1[N+](=O)[O-]	9	-0.4	-0.1	23
CCCNC(=O)c1cccc(-c2ccc(N3CCN(C)CC3)cc2)c1	-22	-0.5	0.0	5
Cc1cc(C(=O)NC2C3CC4CC(C3)CC2C4)ccc1[N+](=O)[O-] (configuration not stated)	-6	0.8	-0.1	3
c1ccn2cc(CCNc3nc4nonc4nc3N3CCCC3)nc2c1	-4	0.6	-0.1	3
CCOc1ccc2nc(SCC(=O)Nc3ccc(S(N)(=O)=O)cc3)[nH]c2c1	-10	-0.2	-0.1	-7
Oc1cccc(-c2nc(-c3ccc(-c4ccccc4)cc3)c(-c3ccc(-c4ccccc4)cc3)[nH]2)c1	-11	1.4	-0.1	2
O=[N+]([O-])c1ccc2nonc2c1N1CCCCC1	11	-1.0	-0.4	9
CCOC(=O)C1(CCCc2ccccc2)CCN(C2CCN(C(C)=O)CC2)CC1	0	0.7	0.0	-1
CCOC(=O)N1CCN(S(=O)(=O)c2ccc(OCC)c(C)c2)CC1	-11	1.4	-0.1	4
Cc1sc(C2C(C#N)=C(N)OC3=C2C(=O)CCC3)cc1COc1ccc(F)cc1 (configuration not stated)	-3	-0.1	0.8	17
Brc1ccc2c3c(ccc2c1)OCN(c1ccccc1)C3	-1	1.9	-0.4	-6
O=C(COc1ccc(NC(=O)c2cccc([N+](=O)[O-])c2)cc1)c1ccc(F)cc1	15	-1.3	0.0	1
COc1ccc(N(CC(=O)NC2CCCCC2C)S(=O)(=O)c2c(C)nn(C)c2C)cc1 (configuration not stated)	-1	1.1	0.7	19
CCC(=O)NNC(=O)CSc1nnnn1-c1ccc2c(c1)OCCO2	12	-0.1	-0.1	-8
COc1ccc2c(CNC3CCCCCC3)c(C(=O)O)n(Cc3ccc(C)cc3)c2c1	13	0.2	-0.1	-7
CC(C)CC(=O)Nc1ccc(C(=O)CN2CCC(C)CC2)cc1	-2	-1.1	0.4	3
COc1ccccc1C1CC(=O)NC(SCC(=O)Nc2ccc(Br)cc2)=C1C#N (configuration not stated)	3	0.2	-0.2	5
COCCNc1nc(-c2cccc(Cl)c2)ccc1C(=O)NCCc1ccccn1	6	-0.2	0.1	17
CCOC(=O)C1=C(N)Oc2cc(C)n(CCOC)c(=O)c2C1c1ccc(Cl)cc1 (configuration not stated)	5	2.6	-0.2	1
COc1ccc2oc(=Nc3cccc(/C=C/C(=O)O)c3)c(C(N)=O)cc2c1	-8	-2.1	-0.1	1
Cc1cc(C)n2c(SCC(=O)NCC3CCCCC3)nnc2n1	30	-1.9	0.7	21
O=C(Nn1c(C2CCC2)nc2ccccc2c1=O)c1ccc(F)cc1F	-8	0.5	0.0	7
Cc1ccc(C(=O)NCc2ccc3c(c2)OCO3)cc1Cl	-24	-0.3	0.9	4
CCN1C(=O)/C(=C/c2nc3ccccc3c(=O)n2C)c2ccccc21	-7	-0.5	-0.2	14
O=C(Nc1ccc(-c2nc3ncccc3o2)cc1)c1ccc([N+](=O)[O-])o1	-23	-0.4	0.0	-6
C=CCn1c(=O)c(C(=O)Nc2ccc3c(c2)OCO3)c(O)c2ccccc21	-14	0.7	-0.1	-9
CC(=O)Nc1ccc(N/C=C/C(=O)c2ccccc2)cc1	-62	-0.7	-0.2	-7
CC(=O)c1ccc(-c2nnc(CCC(=O)NCC3CC34CCCCC4)o2)s1 (configuration not stated)	1	-0.1	0.1	11
Clc1cccc(-c2nc3ccccc3c3nc4ccccc4n23)c1	-1	0.2	-0.1	9
O=C1CN(C(=O)c2cccc(F)c2)C(c2ccccc2)c2cc(Cl)ccc2N1 (configuration not stated)	-6	1.9	0.1	-6
Cc1ccc(C(=O)NNC(=O)C2CCN(C(=O)Cc3ccc(Cl)cc3)CC2)cc1	-1	1.1	0.0	4
O=C(NCCN1CCOCC1)c1csc(-c2ccccc2)n1	-1	-0.2	0.0	13
COC(=O)C1=C(C)N=c2s/c(=C\c3ccc(N(C)C)cc3)c(=O)n2C1c1cccs1 (configuration not stated)	-1	-0.2	0.0	0
CC(C)c1ccccc1NC(=O)c1ccc(Cl)c(Cl)c1	-7	-1.5	-0.1	-10
CC(=O)NC(=S)Nc1ccc([N+](=O)[O-])cc1C	8	-0.4	-0.1	-2
COc1cccc(CNc2ccc3c(c2)nc(C)n3C)c1OC	-36	-3.7	-0.1	2
Nc1nc(N2CCc3ccccc3C2)nc2c1ncn2-c1ccsc1	-17	-1.7	0.1	19
O=C1C(=O)N(c2nccs2)C(c2ccccc2F)/C1=C(\O)c1ccc(Br)cc1 (configuration not stated)	0	0.8	-0.2	-6
O=c1[nH]nc2c3ccccc3nc(C3CC3)n12	-9	-0.7	-0.3	-11
O=C(Cc1ccc(N2CCC(NC3CCOCC3)CC2)cc1)N1CCCC1	-13	1.4	0.1	1
COC(=O)c1c(N2C(N)=C(C#N)C(c3ccc(F)cc3)C3=C2CC(C)(C)CC3=O)sc2c1CCCC2 (configuration not stated)	-9	2.0	-0.1	-9
O=C(COC(=O)c1c[nH]c(=O)[nH]c1=O)Nc1ccccc1	4	0.9	-0.1	9
CC1Cc2ccccc2N1C(=O)CN1C(=O)NC(Cc2ccccc2)(c2ccccc2)C1=O (configuration not stated)	13	-0.7	0.0	8
CN(C)CCCNc1nc(-c2ccc(F)cc2)cs1	-24	-0.9	0.5	19
CC(C)CNc1nc(Oc2ccc(=O)n(C)n2)nc(N2CCOCC2)n1	-6	0.8	0.1	-4

(list continues)
compound	TEAD-YAP inh	GPR151 ag	FBW7 activator	MITF inh
Cc1ccc(Nc2nc(N)c([N+](=O)[O-])c(Nc3ccc(C)cc3)n2)cc1	-5	0.4	0.1	4
Cn1c(COc2ccc(C(C)(C)c3ccccc3)cc2)n[nH]c1=S	-6	1.2	0.1	8
CCOC(=O)c1c(C(C)(C)C)oc2ccc(O)cc12	3	0.4	0.0	-1
COC(=O)c1c(NC(=O)c2ccc(S(=O)(=O)N3CCCc4ccccc43)cc2)sc2c1CCN(C(C)=O)C2	11	0.8	0.0	6
O=C(COc1ccc(Cl)cc1Cl)NCc1ccc(F)cc1	-14	-0.8	-0.2	-8
CCOC(=O)CN1C(=O)C(O)(CC(=O)c2ccc(C)cc2)c2ccccc21 (configuration not stated)	-8	-0.8	-0.1	-4
CCC(C)OC(=O)C1=C(C)NC2=C(C(=O)CC(c3ccc(Cl)cc3)C2)C1c1ccc(OC)cc1OC (configuration not stated)	3	0.0	0.1	8
Cc1ccc(Cn2nc(C)c(C(=O)OCN3C(=O)c4ccccc4C3=O)c2Cl)cc1	9	-0.5	0.0	-1
CC(=O)N(Cc1cccnc1)c1nc2c(C)cc(C)cc2s1	-25	0.6	-0.2	-5
CCOc1ccc(N(Cc2ccccc2)C2=NC3CS(=O)(=O)CC3S2)cc1 (configuration not stated)	4	-0.9	-0.2	-1
CC(C)c1nnc2n1N=C(c1ccc(Cl)cc1)CS2	0	1.6	-0.3	-3
NC(=O)c1ccccc1NC(=O)COc1cccc2ccccc12	-9	0.6	-0.1	4
CCOC(=O)c1sc2nc(SCC(=O)c3ccc(Cl)cc3)n(Cc3ccc(OC)cc3)c(=O)c2c1C	-3	0.3	0.0	10
CN(C)c1cccc(Nc2ccc(N3CCC(C(=O)NCCc4ccc(O)cc4)CC3)nn2)c1	-5	1.4	-0.2	9
CCCCOc1ccc(NC(=O)CSCC(=O)Nc2c(C)n(C)n(-c3ccccc3)c2=O)cc1	2	2.1	-0.1	0
CC(C)N1CC(C(=O)N2CCOc3ccc(C(O)CCc4ccccc4)cc3C2)CC1=O (configuration not stated)	4	-1.2	0.0	5
COc1ccc(S(=O)(=O)N2CC(O)C[C@H]2C(=O)OCC(=O)N2CCCCC2)cc1 (some centres not stated)	4	0.3	-0.1	-4
COc1cccc(NC(=O)CN2CCC(n3nnc4ccccc43)CC2)c1	-3	0.9	-0.3	-6
NC(=O)C1=C(N)NC(=S)NC1c1ccccc1 (configuration not stated)	-7	-2.0	0.4	15
CCC(=O)OC1CCC2(C)C(=CCC3C2CCC2(C)C(C(C)CCCC(C)C)CCC32)C1 (configuration not stated)	2	-0.5	0.0	-12
COC(=O)C1=CN(C(C)C)C=C(C(=O)OC)C1c1ccc(OC)c(O)c1	0	0.3	-0.2	-4
Cn1nccc1-c1cc(Nc2ccc(-n3cnc(N4CCOCC4)n3)cc2)ncc1F	22	1.4	0.0	-11
CCOC(=O)c1c(NC(=O)c2ccc(C)cc2)sc2c1CCC(CC)C2 (configuration not stated)	-16	-0.4	-0.2	-10
Nc1ccc(S(=O)(=O)c2cccc(N)c2)cc1	3	-1.5	0.2	25
Cc1c(Cl)ccc2c1NC(=O)C2(O)N1CCCC(C)C1 (configuration not stated)	-4	0.1	-0.1	-7
CCCCNC(=O)C(=O)NCC1OCCCN1S(=O)(=O)c1ccc(C)cc1 (configuration not stated)	2	-0.6	-0.3	-9
Cc1c(NC(=O)COc2ccc(C(C)C)cc2)cccc1C(=O)O	-70	0.5	-0.1	-9
CC1CCC/C(=N/NC(=O)c2cc(O)cc(O)c2)C1 (configuration not stated)	-3	0.2	0.1	3
O=C(Nc1ccc(Br)cc1F)N1CCOc2ccccc21	5	-0.8	0.1	7
O=C1NC(=Nc2ccccc2)S/C1=C/c1ccc2c(c1)OCO2	5	-1.0	-0.1	1
O=C(CSC1CCCC1)N1CCN(c2ccc(-c3ccco3)nn2)CC1	-4	-1.3	0.4	-2
CC(C)CCNC(=O)C(C)N(Cc1ccco1)C(=O)c1ccc(CN2CCOCC2)o1 (configuration not stated)	-2	-1.0	-0.1	4
Cc1cc(C)nc(NC(=O)NC(=O)c2ccccc2)n1	2	-1.0	-0.1	2
Nc1ccccc1Oc1ccc2ccccc2c1	-8	-1.1	0.6	20
CC(C)(C)OC(=O)[C@@H]1CCCN1C(=O)c1ccc2cc[nH]c2c1	15	-1.2	0.2	13
Cc1ccc(NC(=O)c2cnc(SCC(=O)NCCc3ccccc3)n(C)c2=O)cc1	-4	-0.2	-0.2	-7
COc1ccc(CCNC(=O)c2cc3ccccc3o2)cc1OC	-2	-1.0	-0.1	2
COc1ccc(CN(Cc2cccnc2)C(=S)NCC2CCCO2)cc1OC (configuration not stated)	-5	-0.4	0.0	3
CC(C)CC(=O)Nc1nnc(S(=O)(=O)Nc2ccccc2)s1	-12	0.6	0.1	8
CC(=O)c1ccc(N2CCN(C(=O)c3ccc4c(c3)OCCO4)CC2)cc1	-6	0.6	0.3	16
O=C(OCCN1C(=O)c2ccccc2C1=O)c1cc2ccccc2oc1=O	-10	-1.2	0.3	26
FC(F)(F)c1ccc(Cn2cnc3c(NCc4cccnc4)nc(NC4CCN(Cc5ccccc5)CC4)nc32)cc1	-10	0.5	-0.1	4
CCOC(=O)c1oc2ccccc2c1COC(C)=O	-8	1.8	0.0	-1

Filtered by structure: the entries above containing an aryl methoxy group.
compound	TEAD-YAP inh	GPR151 ag	FBW7 activator	MITF inh
COc1ccc(N(CC(=O)NC2CCCCC2C)S(=O)(=O)c2c(C)nn(C)c2C)cc1 (configuration not stated)	-1	1.1	0.7	19
COc1ccc2c(CNC3CCCCCC3)c(C(=O)O)n(Cc3ccc(C)cc3)c2c1	13	0.2	-0.1	-7
COc1ccccc1C1CC(=O)NC(SCC(=O)Nc2ccc(Br)cc2)=C1C#N (configuration not stated)	3	0.2	-0.2	5
COc1ccc2oc(=Nc3cccc(/C=C/C(=O)O)c3)c(C(N)=O)cc2c1	-8	-2.1	-0.1	1
COc1cccc(CNc2ccc3c(c2)nc(C)n3C)c1OC	-36	-3.7	-0.1	2
CCC(C)OC(=O)C1=C(C)NC2=C(C(=O)CC(c3ccc(Cl)cc3)C2)C1c1ccc(OC)cc1OC (configuration not stated)	3	0.0	0.1	8
CCOC(=O)c1sc2nc(SCC(=O)c3ccc(Cl)cc3)n(Cc3ccc(OC)cc3)c(=O)c2c1C	-3	0.3	0.0	10
COc1ccc(S(=O)(=O)N2CC(O)C[C@H]2C(=O)OCC(=O)N2CCCCC2)cc1 (some centres not stated)	4	0.3	-0.1	-4
COc1cccc(NC(=O)CN2CCC(n3nnc4ccccc43)CC2)c1	-3	0.9	-0.3	-6
COC(=O)C1=CN(C(C)C)C=C(C(=O)OC)C1c1ccc(OC)c(O)c1	0	0.3	-0.2	-4
COc1ccc(CCNC(=O)c2cc3ccccc3o2)cc1OC	-2	-1.0	-0.1	2
COc1ccc(CN(Cc2cccnc2)C(=S)NCC2CCCO2)cc1OC (configuration not stated)	-5	-0.4	0.0	3

Another view of some results above.
> COc1ccc(CN(Cc2cccnc2)C(=S)NCC2CCCO2)cc1OC (configuration not stated)
  TEAD-YAP inh = -5
  GPR151 ag = -0.4
  FBW7 activator = 0.0
  MITF inh = 3

> CC(C)CC(=O)Nc1nnc(S(=O)(=O)Nc2ccccc2)s1
  TEAD-YAP inh = -12
  GPR151 ag = 0.6
  FBW7 activator = 0.1
  MITF inh = 8

Compound activity deposited in PubChem BioAssay by The Scripps Research Institute Molecular Screening Center.
